High-throughput results deposited in PubChem BioAssay by several laboratories.
M4 PAM: positive allosteric modulators of human muscarinic M4 receptor | 360,000 compounds, 0.4% hits | activation, % at 3 µM | CHO-K1 hM4/Gqi5, Fluo-8 calcium fluorescence, ACh EC20; 0% = ACh EC20, 100% = maximal ACh;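 active means activation above its plate's cutoff, the mean activation of sample wells plus 3 SD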; further: some results filed as inactive read as strong as hits
Target sequence (P08173 whole entry, looked up): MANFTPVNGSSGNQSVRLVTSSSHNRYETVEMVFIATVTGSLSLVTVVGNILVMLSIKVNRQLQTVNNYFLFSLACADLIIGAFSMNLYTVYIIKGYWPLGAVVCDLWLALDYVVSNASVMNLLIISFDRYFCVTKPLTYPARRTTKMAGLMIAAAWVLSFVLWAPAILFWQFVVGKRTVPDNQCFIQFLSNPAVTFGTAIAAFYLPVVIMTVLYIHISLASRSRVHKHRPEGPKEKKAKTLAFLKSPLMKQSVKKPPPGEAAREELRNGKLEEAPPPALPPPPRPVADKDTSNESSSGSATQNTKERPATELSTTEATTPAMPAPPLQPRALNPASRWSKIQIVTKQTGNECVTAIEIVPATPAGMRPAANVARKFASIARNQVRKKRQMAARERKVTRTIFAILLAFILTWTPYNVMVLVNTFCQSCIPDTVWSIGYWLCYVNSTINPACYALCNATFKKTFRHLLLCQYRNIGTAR
TAAR1 agonist: human TAAR1 agonism | Q96RJ0 | CHO RD-HGA16 TAAR1, Fluo-8 calcium fluorescence; vehicle wells 0%, saturating PEA agonist 100% | activation, % at 3 µM | 360,000 compounds, 0.99% hits | AID 624467;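 active means activation above the mean activation of all test compounds in the run plus 3 SD, cut at about 38% in these data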
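System: CHO-derived RD-HGA16 cells with stable Gα16 and human TAAR1. Times: 17-24 h plating, Fluo-8 75 min 37 °C, 30 min RT. Measured by: calcium-sensitive Fluo-8 signal, excitation 470-495, emission 515-575 nm. Read-out basis: % activation relative to PEA EC100 response. Control set: DMSO and PEA EC100. Repeats: no replicates (n 1).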
M5 ag: agonists of human muscarinic M5 receptor (CHRM5). P08912. CHO-K1 hM5 cells, Fluo-8 calcium fluorescence; 0% DMSO wells, 100% maximal acetylcholine response. activation, % at 3 µM. 360,000 compounds, 0.19% hits. AID 624037;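 active means activation above the run's mean over test compounds plus 3 SD, cut at about 23% in these data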;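 further: signal is peak over basal fluorescence ratio across the kinetic read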
Target sequence (P08912 whole entry, looked up): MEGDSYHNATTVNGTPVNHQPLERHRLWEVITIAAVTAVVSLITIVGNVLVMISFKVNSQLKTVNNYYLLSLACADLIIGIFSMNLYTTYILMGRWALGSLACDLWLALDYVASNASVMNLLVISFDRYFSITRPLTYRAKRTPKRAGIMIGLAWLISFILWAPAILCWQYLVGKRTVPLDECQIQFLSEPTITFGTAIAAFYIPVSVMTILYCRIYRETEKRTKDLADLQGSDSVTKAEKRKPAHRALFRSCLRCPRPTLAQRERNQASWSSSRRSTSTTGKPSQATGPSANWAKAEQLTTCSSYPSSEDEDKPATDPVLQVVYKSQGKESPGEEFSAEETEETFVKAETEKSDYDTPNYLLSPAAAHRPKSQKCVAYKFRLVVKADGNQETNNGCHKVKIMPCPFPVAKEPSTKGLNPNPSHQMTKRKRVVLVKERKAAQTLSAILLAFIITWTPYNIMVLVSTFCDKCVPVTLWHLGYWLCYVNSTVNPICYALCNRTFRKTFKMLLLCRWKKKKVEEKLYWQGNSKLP
CHRM5 PAM: positive allosteric modulators of human muscarinic M5 receptor; CHO-K1 hM5, Fluo-8 calcium, ACh EC20 PAM; 0% = ACh EC20, 100% = ACh EC100; activation, % at 3 µM; 360,000 compounds, 0.3% hits;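 active means activation above the run cutoff, the mean activation of all test compounds plus 3 SD, cut at about 18% in these data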
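Test system: CHO-K1 hM5 cells / Doses: single-point, 3 µM nominal / Times: Post-acetylcholine fluorescence recording 140 s / Technique: Fluo-8 calcium fluorescence / Measure: Max/basal fluorescence ratio as % of EC20–EC100 ACh window / Benchmarks: low control EC20 acetylcholine (0%), high control EC100 acetylcholine (100%) / Replicates: one well per compound, no replicates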
CHO-K1 Ca PAM: nonselective activator or artifact in parental CHO-K1 calcium assay; AID 602247; 360,000 compounds, 0.02% hits; activation, % at 3 µM; ATP EC20, Fluo-8 calcium fluorescence; 0% at ATP EC20, 100% at ATP max;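 active means activation above the run cutoff, the mean activation of all test compounds plus 3 SD, cut at about 40% in these data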;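 further: peak over basal fluorescence ratio in a 140 s read after ATP addition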
CRFBP-R2 agonist: agonists of human CRF-binding protein/CRF-R2 receptor complex | HEK293 CRF-R2/CRF-BP, calcium dye fluorescence (FLIPR); percent of saturating CRF peptide response | activation, % at 13.2 µM | 350,000 compounds, 0.46% hits;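 active means activation of at least 50%, plus an integration ratio under a set limit after plate pattern correction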;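 further: plate controls were neutral control wells without compound for no effect and CRF at EC100 for full effect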
CHRM5 antagonist: antagonists of human muscarinic M5 receptor (CHRM5); P08912; CHO-hM5 cells, Fluo-8 calcium fluorescence, ACh EC80; inhibition, % at 3 µM; 360,000 compounds, 0.59% hits;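 active means inhibition above a per-plate cutoff, the mean of that plate's test compounds plus 3 SD, cut at about 27% in these data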;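 further: 0% = acetylcholine EC80 with DMSO and 100% = DMSO without agonist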
CRFBP-R2 block: CRF-BP/CRF-R2 complex antagonism | 350,000 compounds, 0.59% hits | HEK293 CRF-R2/CRF-BP, CRF-induced calcium fluorescence | inhibition, % at 11.8 µM;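 active means inhibition of the ligand-induced calcium signal above about 50% at the single tested concentration, limit read from the data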
TAAR1 antagonist: antagonists of human TAAR1; Q96RJ0; CHO RD-HGA16 TAAR1, Fluo-8 calcium fluorescence, antagonist; inhibition, % at 3 µM; 360,000 compounds, 1.5% hits;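 active means inhibition above a per-plate cutoff, the mean inhibition of test compounds on that plate plus 3 SD, cut at about 49% in these data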;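 further: 0% = DMSO plus EC80 beta-PEA response and 100% = DMSO alone without agonist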
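Assay system: RD-HGA16 CHO cells with stable hTAAR1 and Gα16 / Reagent: EC80 β-phenethylamine stimulus / Doses: 3 µM, single point / Timing: dye loading 75 min at 37 °C, then 30 min room temperature / Measured by: Fluo-8 intracellular calcium dye fluorescence, real-time kinetic reads / Controls: vehicle wells and EC80 agonist wells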
An asterisk follows results filed as active; . = not tested or not shown. Outcome played no part in choosing rows; overall some 4.2% were active at least once.

SMILES	M4 PAM	TAAR1 agonist	M5 ag	CHRM5 PAM	CHO-K1 Ca PAM	CRFBP-R2 agonist	CHRM5 antagonist	CRFBP-R2 block	TAAR1 antagonist
CC(=NC1CCN(Cc2ccccc2)CC1)c1c(O)[nH]c(=O)[nH]c1=O	-3.9	10.2	-6.2	-0.9	13.7	0.5	-1.3	-8.7	4.8
O=C(Nc1ccccc1Cl)C1CCCN(c2ncnc3c2nc2n3CCCCC2)C1 (centres undefined)	-1.9	6.0	-1.6	-7.4	28.2	-0.9	6.9	-2.4	27.1
Cc1cccc(NC(=O)c2ccc(C3SCC(=O)N3CCc3ccccc3)cc2)c1 (centres undefined)	-8.6	11.0	-2.3	-12.4	11.2	4.2	7.9	4.8	35.0
CC1Cc2ccccc2N1S(=O)(=O)c1cnc[nH]1 (centres undefined)	6.8	5.6	4.6	43.4*	21.3	0.4	-3.9	5.3	10.7
O=C(O)c1cccc(-c2ccc(/C=N/NC(=O)C3COc4ccccc4O3)o2)c1 (centres undefined)	-4.6	8.1	-1.7	-7.5	16.0	2.2	7.7	-4.4	0.0
CC1CCC(NS(=O)(=O)c2ccc3c(c2)CC(=O)N3)CC1 (centres undefined)	-3.9	1.4	-2.9	-1.5	-0.2	1.6	4.3	-18.9	-9.4
CCOC(=O)c1ccc(N2C(=O)CC(Sc3ncccn3)C2=O)cc1 (centres undefined)	-4.8	2.6	-2.4	-9.4	5.4	-0.6	14.1	21.9	-30.5
CSc1nc(C)c(CCOC(=O)c2cccc(C)c2)c(=O)[nH]1	0.3	2.6	-3.7	-3.6	22.3	-0.2	-1.3	-7.9	0.1
c1ccc(CNc2ccc(CNc3ncn[nH]3)cc2)cc1	-2.2	7.2	-0.5	-4.0	15.2	0.3	0.9	-17.4	-13.6
O=S(=O)(Cc1ccccc1Cl)N1CCCCC1	0.6	5.2	-3.8	2.4	9.6	0.3	-6.5	-0.1	6.3
O=C(NCCCN1CCCCCC1)c1ccc2c(Cl)c3c(nc2c1)CCCC3	-11.8	-2.2	-7.5	-1.8	9.2	1.3	2.2	-35.4	-19.3
Cc1ccc(NC(=O)CCNS(=O)(=O)c2ccc3[nH]c(=O)oc3c2)cc1	0.4	-0.1	-4.1	-4.3	1.8	-0.2	9.2	5.1	-15.4
S=c1[nH]nc(-c2cc(-c3ccccc3)n[nH]2)n1/N=C/c1c2ccccc2cc2ccccc12	-7.9	.	-8.4	7.9	12.0	4.7	3.0	-30.3	.
O=C(CN1CCN(c2ccc(Cl)cc2)CC1)c1ccccc1	-13.0	1.4	-2.3	-3.8	5.9	0.5	0.9	6.9	-7.3
COCCCNC(=O)c1ccc(CS(=O)(=O)c2ccccc2OC)o1	-5.2	0.9	-5.3	-4.0	5.8	-0.9	4.9	11.9	-20.9
CC(=O)Nc1ccc(NC(=S)NC(=O)c2oc3ccccc3c2C)cc1	17.1	1.3	1.7	4.3	19.6	2.8	-4.5	-47.7	-1.5
CSc1ccc(Cn2c(C)c(C(=O)NCc3cccc(Cl)c3)sc2=O)cc1	-10.3	0.6	0.7	-7.8	-6.9	.	-1.7	.	32.3
Cc1csc2ncnc(NCCc3ccccn3)c12	-7.0	4.8	7.5	-13.5	3.1	-1.1	17.5	29.2	-1.7
O=C(N/N=C/c1cccc(O)c1)c1cc(C2CC2)nc2ccccc12	-2.5	10.0	-2.3	-4.3	16.0	-0.5	13.6	-5.2	12.1
CCOC(=O)N1CCC(c2cc(=O)n3[nH]c(C)c(-c4ccc(F)cc4)c3n2)CC1	9.2	-1.4	2.1	-5.4	6.3	-0.4	2.0	24.8	4.1

Grouped by structure: the compounds so far containing a halogen
SMILES	M4 PAM	TAAR1 agonist	M5 ag	CHRM5 PAM	CHO-K1 Ca PAM	CRFBP-R2 agonist	CHRM5 antagonist	CRFBP-R2 block	TAAR1 antagonist
O=C(Nc1ccccc1Cl)C1CCCN(c2ncnc3c2nc2n3CCCCC2)C1 (centres undefined)	-1.9	6.0	-1.6	-7.4	28.2	-0.9	6.9	-2.4	27.1
O=S(=O)(Cc1ccccc1Cl)N1CCCCC1	0.6	5.2	-3.8	2.4	9.6	0.3	-6.5	-0.1	6.3
O=C(NCCCN1CCCCCC1)c1ccc2c(Cl)c3c(nc2c1)CCCC3	-11.8	-2.2	-7.5	-1.8	9.2	1.3	2.2	-35.4	-19.3
O=C(CN1CCN(c2ccc(Cl)cc2)CC1)c1ccccc1	-13.0	1.4	-2.3	-3.8	5.9	0.5	0.9	6.9	-7.3
CSc1ccc(Cn2c(C)c(C(=O)NCc3cccc(Cl)c3)sc2=O)cc1	-10.3	0.6	0.7	-7.8	-6.9	.	-1.7	.	32.3
CCOC(=O)N1CCC(c2cc(=O)n3[nH]c(C)c(-c4ccc(F)cc4)c3n2)CC1	9.2	-1.4	2.1	-5.4	6.3	-0.4	2.0	24.8	4.1

(listing goes on)
SMILES	M4 PAM	TAAR1 agonist	M5 ag	CHRM5 PAM	CHO-K1 Ca PAM	CRFBP-R2 agonist	CHRM5 antagonist	CRFBP-R2 block	TAAR1 antagonist
CC(=O)Nc1cccc(NS(=O)(=O)c2cccc3nsnc23)c1	-5.0	6.6	-3.0	-8.5	3.2	0.6	5.8	-6.4	-10.6
CC1CCCCN1C(=O)C(=O)c1cn(CC(=O)N2CCCCCC2)c2ccccc12 (centres undefined)	-4.8	0.6	-4.7	-6.7	7.6	0.6	12.8	-5.3	-10.0
NC(=O)C1CCN(C(=O)CSc2ncccn2)CC1	2.7	-0.9	-0.1	-2.1	-3.6	-2.6	6.4	20.6	1.2
C=CCNc1nnc(SC2CC(=O)N(c3ccc(OCCC)cc3)C2=O)s1 (centres undefined)	3.0	-2.0	0.1	2.5	17.3	-2.0	5.8	0.7	-3.7
CCC(=O)Nc1nc(CC(=O)Nc2ccccc2)cs1	-4.5	2.0	0.8	-3.1	-8.0	-1.8	3.7	16.9	2.4
c1ccc(-c2cnc(SCCN3CCOCC3)n2CC2CCCO2)cc1 (centres undefined)	5.3	8.4	-8.7	9.8	13.0	-1.4	-4.8	7.9	14.0
CCN(CC)CCCn1c2c(c(SCC(=O)Nc3ccc(OC(F)(F)F)cc3)nc1=O)CCC2	-5.8	0.6	-6.2	0.2	-22.7	2.8	-2.1	-26.2	-17.4
Cc1cc(C)c(NC(=O)CSc2nc3ncc(Cl)cc3[nH]2)c(C)c1	2.6	5.9	-2.7	-1.6	9.0	1.1	-1.1	-23.2	-21.7
CCOC(=O)C1=C(C)Nc2ccc(C)cc2S1	1.0	6.3	-3.2	8.0	6.8	-0.4	4.8	2.4	-4.5
CCOC(=O)C1Nc2ccc(C(F)(F)F)cc2C2c3ccccc3CC12 (centres undefined)	21.4	8.3	1.6	0.7	28.5	5.8	-1.4	-7.7	-0.9
COCCCNc1nc(-c2ccc(Cl)cc2)nc2ccccc12	-4.6	-0.7	-0.4	0.2	12.3	0.1	-10.5	-10.7	16.6
CCOC(=O)c1ccc2ncc(C(=O)OCC)c(NCc3ccco3)c2c1	1.2	0.3	-2.1	-11.2	13.7	2.2	6.0	-15.9	-0.1
CNC(=O)COC(=O)c1c2c(nc3ccccc13)CCC2	8.9	0.3	-1.5	-0.2	-10.2	1.7	0.8	-6.2	-6.4
CC(C)CN(CC(C)C)C(=O)Nc1ccccc1F	5.0	-0.5	-1.1	-1.3	12.7	-0.1	-0.9	-9.5	-24.8
CCOC(=O)c1ccc(NC(=O)CC2COc3ccccc3O2)cc1 (centres undefined)	-3.9	9.7	-3.1	3.2	14.3	3.2	-1.2	9.2	-11.3
COc1ccc(NC(=O)Nc2sc(NS(=O)(=O)c3ccccc3)nc2C)cc1	11.3	13.1	-3.5	-3.6	14.3	10.1	-1.0	6.6	7.2
O=C(NCc1ccc(Cl)cc1)c1cnn2ccccc12	2.8	0.3	-3.5	1.7	13.9	-1.6	-1.8	-8.2	-0.7
O=C(Nc1nnc(-c2ccco2)o1)c1ccc(N2C(=O)CCC2=O)cc1	-3.5	1.9	0.3	-1.8	1.5	-1.0	4.4	4.3	-24.2
CCN(CC)c1ccc(/C=N/N2CCN(Cc3ccc(C)cc3)CC2)c(O)c1	-9.0	.	-0.1	-0.8	4.2	0.5	2.1	-11.2	.
COc1ccccc1Cn1c(=O)c2ccccc2n2c(Sc3ncnc4sccc34)nnc12	-1.2	0.1	-2.5	5.2	19.9	-0.1	-2.5	10.0	-3.9
COC(OC)c1ccnc(-c2ccc(OC(=O)c3ccc(F)cc3)cc2)n1	-6.0	2.9	4.2	-3.6	2.1	1.9	8.3	14.5	12.7
COc1ccc2cc(CN(Cc3ccco3)C(c3nnnn3C3CCCCC3)C(C)C)c(=O)[nH]c2c1 (centres undefined)	11.1	12.4	-2.7	1.9	-4.0	0.5	-4.4	-15.7	0.8
Cc1cccc(NC(=O)c2cc(S(=O)(=O)N3CCc4ccccc43)cn2C)c1	2.4	-1.8	-1.1	-10.1	14.5	0.9	1.0	-16.6	20.4
O=C(NCc1cccnc1)C(=O)Nc1ccc2c(c1)OCO2	5.1	1.0	-3.8	-1.4	12.8	-3.5	3.7	2.7	3.8
Cc1c(NC(=S)Nc2ccccc2C(F)(F)F)cccc1[N+](=O)[O-]	12.2	2.1	-1.8	2.6	21.5	0.8	5.7	12.2	15.9
Cc1cc(C)n2nc(SCc3ccccc3F)nc2n1	1.7	3.9	-1.7	-0.4	0.6	-1.2	4.0	-0.4	-7.5
CCOC(=O)c1c(C2CC2)csc1NC(=O)COC(=O)c1cc(OC)c(OC)cc1[N+](=O)[O-]	-0.3	1.0	-1.9	0.9	14.5	0.3	-2.5	0.8	6.2
COC(C[C@@H]1O[C@@H]1[C@@H](O)[C@@H](C)OCc1ccccc1)OC	4.6	6.8	1.5	-4.5	2.9	0.7	14.2	6.7	7.3
CCOCCCNC(=S)N1CCC(NC(=O)c2ccco2)CC1	2.9	1.4	0.3	1.4	5.6	0.3	9.2	-3.1	-11.4
COc1cccc(CNC(=O)C2CCN(c3ncnc4c3nc3n4CCCCC3)CC2)c1	1.5	0.2	-0.6	5.4	-18.1	0.0	-4.6	2.7	-22.9
CSc1nc(C)c2cc(C)oc2n1	9.4	-0.4	-1.0	3.6	24.7	0.0	-3.0	8.4	-0.8
COCCN1C(=O)C(=O)/C(=C(/O)c2ccc(S(=O)(=O)N3CCOCC3)cc2)C1c1cccc(OC)c1 (centres undefined)	-2.6	3.4	-2.0	1.6	7.4	-0.2	-5.0	-15.1	-14.2
CCCNC(=O)C1(C)CCN(C(=O)c2ccc3snnc3c2)C1 (centres undefined)	3.8	-0.7	0.4	3.5	21.6	.	-4.6	.	19.3
CCOc1ccc(OCc2ccc(C(=O)NN)o2)cc1	-13.0	-0.3	-0.1	-1.9	13.8	0.2	3.8	-0.2	-16.5
